Source: PubChem (NMMLSC)
MEP2-GFP yeast: yeast TOR pathway MEP2-GFP modulation. S. cerevisiae MEP2-GFP strain, flow cytometry GFP, 3 h; 100% = DMSO control level. GFP response vs DMSO, % at 10 µM. 330,000 compounds, 0.51% hits;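 active = GFP response versus DMSO above a set limit, roughly screen mean plus 3 SD, cut at about 180% in these data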;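 also: median GFP fluorescence of the barcode-gated MEP2-GFP cells per well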
RPL19A-GFP yeast: modulators of TOR pathway RPL19A-GFP in S. cerevisiae; 330,000 compounds, 0.3% hits; S. cerevisiae RPL19A-GFP strain, flow cytometry, 3 h; active compounds read low; percent response vs DMSO, % at 10 µM;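 active = percent response vs DMSO below 50%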;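 also: median channel GFP fluorescence of the barcoded RPL19A-GFP strain; ratio of sample median GFP to plate DMSO average so 100% = DMSO; lower means less RPL19A-GFP as with rapamycin TOR inhibition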
LAP4-GFP MLPCN: alters LAP4-GFP fluorescence in TOR pathway yeast screen; S. cerevisiae LAP4-GFP multiplex, flow cytometry GFP, 3 h; median GFP as percent of DMSO wells; GFP response vs DMSO, % at 10 µM; 320,000 compounds, 0.34% hits; AID 2023;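 active = GFP response vs DMSO above a set limit, about the screen mean plus 3 SD, cut at about 150% in these data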
Active calls of the source: *; [ ] = dose if it differs, or a comment.

SMILES | MEP2-GFP yeast | RPL19A-GFP yeast | LAP4-GFP MLPCN
O=C(COc1ccc(Cl)cc1Br)N1CCN(S(=O)(=O)c2ccccc2)CC1 | 97.7 | 102.5 | 95.0
Clc1cccc(Cn2ncc3ccccc32)c1 | 109.6 | 104.1 | 110.1
CCN1CCCC1CNC(=O)c1cc2ccc(OC)cc2[nH]1 (stereo not drawn) | 112.5 | 110.7 | 100.1
O=C(N/N=C\c1c[nH]c2ccccc12)c1ccc(O)cc1 | 105.3 | 104.0 | 100.0
COc1ccc(/C(N)=N/OC(=O)c2c(-c3ccccc3Cl)noc2C)cc1OC | 95.6 | 104.5 | 66.7
COCCn1c(SCc2cccc(F)c2)nc2cc(C(=O)OC)ccc2c1=O | 111.4 | 101.0 | 98.8
CCc1ccc(N=C2NC(=O)/C(=C/c3cc(OC)c(O)c(OC)c3)S2)cc1 | 108.2 | 102.3 | 97.0
Cc1ccc(C)c(NC(=O)c2cc(-c3ccccc3O)n[nH]2)c1 | 110.2 | 110.3 | 104.6
CCn1ncc(Br)c1C(=O)NC1CCCCCCC1 | 103.3 | 104.8 | 83.6
CSc1ncc(C(=O)Nc2cccnc2)c(C(F)(F)F)n1 | 118.6 | 118.3 | 100.3
Cc1nc(NC(=O)C2CC2)sc1C(=O)Nc1ccccc1Cl | 112.4 | 102.1 | 99.6
CN(CCNC(=O)C1CCC(=O)N(Cc2cccc(F)c2)C1)CCc1ccccc1 (stereo not drawn) | 93.8 | 102.8 | 67.3
Cc1ccc(S(=O)(=O)Nc2nnc(C(C)(C)C)s2)cc1 | 97.5 | 102.8 | 90.1
Cc1cccc(NC(=S)N2CCCCCC2)c1C | 106.7 | 118.8 | 76.9
CC1CCCN(S(=O)(=O)c2ccc([N+](=O)[O-])cc2)C1 (stereo not drawn) | 101.6 | 100.2 | 98.3
CCOn1c(=O)c(-c2cccc(Br)c2)[n+]([O-])c2ccccc21 | 99.6 | 100.8 | 98.8
O=C(NC1CCCCC1)N1CCNCC1 | 106.7 | 101.3 | 92.6
O=C(C1CCN(S(=O)(=O)c2ccccc2)CC1)N1CCN(Cc2ccccc2)CC1 | 92.0 | 105.7 | 69.4
S=C(NCc1ccc(Cl)c(Cl)c1)NCc1ccco1 | 101.5 | 106.4 | 82.2
O=C(N/N=C\C=C\c1ccc([N+](=O)[O-])o1)c1cccs1 | 122.7 | 107.8 | 103.0
Cc1ccc(NC(=O)CN2CCC(NC(=O)c3cccc(F)c3)CC2)cc1C | 117.3 | 110.3 | 108.8
O=c1nccc(N/N=C/c2ccccc2)[nH]1 | 107.0 | 102.9 | 89.8
CCC(=O)NCCc1nc2cc(NC(=O)c3ccc(Cl)cc3)ccc2n1C | 113.8 | 106.1 | 91.7
COc1ccc(C(=O)NCCSCc2cccc(Cl)c2)cc1OC | 111.0 | 104.2 | 104.0
CC12CCC(=O)N1C(C(=O)NCCc1ccccc1)CS2 (stereo not drawn) | 97.7 | 103.5 | 80.0
Oc1c(Br)cc(/C=N/n2c(-c3ccccc3)n[nH]c2=S)c(O)c1Br | 106.9 | 103.0 | 94.0
Cc1ccc(N2CCN(C(=O)c3cc(-c4ccc(F)cc4)[nH]c3C)CC2C)cc1 (stereo not drawn) | 105.7 | 102.5 | 91.9
COc1cc(/C=N\NC(=O)c2ccc(-c3ccccc3)cc2)ccc1OCC(N)=O | 108.9 | 125.3 | 81.6
Cc1ccc(NC(=O)CCOc2ccccc2)c(C)c1 | 100.0 | 101.0 | 92.5
O=S(=O)(N/N=C\c1ccc2c(c1)OCO2)c1ccc(F)cc1 | 95.1 | 102.5 | 76.8

Already shown: entries from further up.
SMILES | MEP2-GFP yeast | RPL19A-GFP yeast | LAP4-GFP MLPCN
CCOn1c(=O)c(-c2cccc(Br)c2)[n+]([O-])c2ccccc21 | 99.6 | 100.8 | 98.8
O=C(NC1CCCCC1)N1CCNCC1 | 106.7 | 101.3 | 92.6
O=C(C1CCN(S(=O)(=O)c2ccccc2)CC1)N1CCN(Cc2ccccc2)CC1 | 92.0 | 105.7 | 69.4
S=C(NCc1ccc(Cl)c(Cl)c1)NCc1ccco1 | 101.5 | 106.4 | 82.2
O=C(N/N=C\C=C\c1ccc([N+](=O)[O-])o1)c1cccs1 | 122.7 | 107.8 | 103.0
Cc1ccc(NC(=O)CN2CCC(NC(=O)c3cccc(F)c3)CC2)cc1C | 117.3 | 110.3 | 108.8
O=c1nccc(N/N=C/c2ccccc2)[nH]1 | 107.0 | 102.9 | 89.8
CCC(=O)NCCc1nc2cc(NC(=O)c3ccc(Cl)cc3)ccc2n1C | 113.8 | 106.1 | 91.7
COc1ccc(C(=O)NCCSCc2cccc(Cl)c2)cc1OC | 111.0 | 104.2 | 104.0
CC12CCC(=O)N1C(C(=O)NCCc1ccccc1)CS2 (stereo not drawn) | 97.7 | 103.5 | 80.0
Oc1c(Br)cc(/C=N/n2c(-c3ccccc3)n[nH]c2=S)c(O)c1Br | 106.9 | 103.0 | 94.0
Cc1ccc(N2CCN(C(=O)c3cc(-c4ccc(F)cc4)[nH]c3C)CC2C)cc1 (stereo not drawn) | 105.7 | 102.5 | 91.9
COc1cc(/C=N\NC(=O)c2ccc(-c3ccccc3)cc2)ccc1OCC(N)=O | 108.9 | 125.3 | 81.6
Cc1ccc(NC(=O)CCOc2ccccc2)c(C)c1 | 100.0 | 101.0 | 92.5
O=S(=O)(N/N=C\c1ccc2c(c1)OCO2)c1ccc(F)cc1 | 95.1 | 102.5 | 76.8

(list continues)
SMILES | MEP2-GFP yeast | RPL19A-GFP yeast | LAP4-GFP MLPCN
Cc1cc(C(=O)NC2CCCN(Cc3ccc(Cl)cc3)C2)n(C)n1 (stereo not drawn) | 110.8 | 130.6 | 86.2
Cc1nc(-c2cccc(NC(=O)c3ccc(Br)o3)c2)cs1 | 92.4 | 99.3 | 84.3
O=C(N/N=C/c1ccc([N+](=O)[O-])o1)c1ccc2c(c1)OCO2 | 94.2[may fluoresce violet] | 104.6[may fluoresce violet] | 82.8[may fluoresce violet]
COc1cc(/C=C/c2[nH]c(=O)[nH]c(=O)c2[N+](=O)[O-])cc(OC)c1O | 107.7 | 105.4 | 99.7
Cc1cccc(C)c1NC(=O)Cn1cc(C=O)c2ccccc21 | 104.0 | 100.9 | 93.0
COc1cc(CNCc2ccc(OC)c3ccccc23)cc(OC)c1OC | 109.9 | 103.5 | 92.0
CC12CC3CC(C)(C1)CC(C(=O)N1CCCC1)(C3)C2 | 97.7 | 100.1 | 106.5
CCOc1ccc(S(=O)(=O)N/N=C\c2ccc3c(c2)OCO3)cc1 | 99.7 | 109.5 | 79.2
CCOc1ccc(CO[C@@H]2O[C@H](CO)[C@@H](O)[C@H](O)[C@H]2NC(C)=O)cc1OC | 104.4 | 104.6 | 89.8
COc1cc2[nH]c(=O)c(C(=O)NCc3ccc(F)cc3)c(O)c2cc1OC | 104.0 | 107.1 | 97.9
Cc1cc2oc(C(=O)Nc3ccc(S(=O)(=O)Nc4ncccn4)cc3)c(C)c2cc1Cl | 101.0 | 120.9 | 73.9
CCn1c(C)nnc1SCC(=O)Nc1ccc(Cl)cc1 | 108.4 | 102.3 | 95.6
COc1cc(/C=N/NC(=O)c2ccc(NC(=O)C3CCCCC3)cc2)ccc1O | 103.4 | 117.0 | 68.3
CCOc1ccccc1NC(=O)C(NCCc1ccc(OC)cc1)c1ccccc1 (stereo not drawn) | 102.4 | 107.9 | 90.0
CSCCC(NC(=O)OCc1ccccc1)C(=O)NCc1cccnc1 (stereo not drawn) | 102.9 | 100.5 | 94.8
Oc1ccc(-n2nnnc2SCc2c(F)cccc2Cl)cc1 | 107.1 | 103.3 | 99.6
Cc1ccc(NC(=S)Nn2cnnc2)c(C)c1 | 105.2 | 128.1 | 80.4
CSc1cccc(NC(=S)NC(=O)c2cccnc2)c1 | 107.0 | 100.3 | 92.8
COC(=O)COc1c(Cl)cc(C(c2c(C)[nH][nH]c2=O)c2c(C)[nH][nH]c2=O)cc1OC | 103.2 | 106.0 | 83.5
O=C(c1ccc2nc[nH]c2c1)N1CCN(c2cccc(Cl)c2)CC1 | 106.1 | 110.5 | 92.9
CCCNC(=O)c1oc2ccc3c(c2c1C)C(O)CC(C)(C)O3 (stereo not drawn) | 116.3 | 105.6 | 94.1
CCCC(=O)Nc1ccc(-c2csc(-c3cccnc3)n2)cc1 | 106.9 | 101.5 | 97.9
CC1=C(CC(=O)NCC(=O)NCC(=O)O)c2cc(F)ccc2/C1=C/c1ccc(S(C)=O)cc1 (stereo not drawn) | 106.5 | 99.5 | 104.0
CC(=O)c1ccc(NC(=O)NC2CCCCCCC2)cc1 | 97.1 | 112.6 | 71.4
CCc1ccc(C(=O)C[n+]2cccc3cc(OC)ccc32)cc1 | 101.6 | 103.4 | 96.5
O=C(Nc1cccc(-n2cnnn2)c1)C1CCCN(Cc2cccc(C(F)(F)F)c2)C1 (stereo not drawn) | 99.2 | 112.9 | 66.2
O=C(NCCO)/C(=C\c1ccco1)NC(=O)c1ccco1 | 102.5 | 103.0 | 94.0
COC(=O)c1sccc1NC(=O)Nc1cc(C)ccc1OC | 106.2 | 110.0 | 85.2
Nc1nc(SCc2cccc(Br)c2)n[nH]1 | 104.9 | 99.2 | 95.4
O=C(OCCCOC(=O)c1ccc(O)cc1)c1ccc(O)cc1 | 103.3 | 109.6 | 90.7
O=C(NCc1cccnc1)c1ccc(Cl)c(S(=O)(=O)N2CCOCC2)c1 | 96.8 | 104.6 | 84.3
CC(C)Cc1ccc(CN2CCCC(NC(=O)CCN3CCOCC3)C2)cc1 (stereo not drawn) | 92.0 | 104.8 | 72.7
COCCC1CCCCN1C(=O)c1cccc(OC2CCN(S(C)(=O)=O)CC2)c1 (stereo not drawn) | 92.9 | 110.4 | 66.7
O=C(N/N=C/c1ccoc1)c1ccc([N+](=O)[O-])cc1 | 100.0 | 106.2 | 67.1
COc1ccc(Cl)cc1/C=N/NC(=O)c1c(-c2ccccc2)noc1C | 106.1 | 110.8 | 97.1
CCOc1ccccc1NC(=O)NC1CCCCCCC1 | 101.9 | 112.8 | 75.1
CCOc1ccc(/C=N/Nc2nc(C)cs2)c(O)c1 | 108.4 | 97.4 | 101.1
O=CN1Cc2ccccc2-c2ccccc2C1 | 109.6 | 103.9 | 93.5
O=C(Nc1c(C(=O)N2CCCCC2)cnn1-c1ccccc1)c1ccccc1F | 99.2 | 108.5 | 71.1
O=C(CN1C(=O)c2ccccc2C1=O)N(CCO)Cc1ccccc1 | 110.0 | 106.2 | 90.5
COc1ccc(C(=O)n2nc(C)c(Br)c2C)cc1OC | 111.4 | 100.8 | 115.0
CCOc1ccc(/C=N/NS(=O)(=O)c2ccc(C)cc2)cc1OC | 107.0 | 107.3 | 98.3
Cc1cccnc1NC(=O)CCNC(=O)c1ccc(Br)cc1 | 107.0 | 113.8 | 85.7
CC(NC(=O)NC(=O)c1cccc([N+](=O)[O-])c1)C1CC1 (stereo not drawn) | 97.4 | 108.2 | 67.8
O=C(CC1C(=O)NCCN1Cc1cccc(C(F)(F)F)c1)NC1CCOCC1 (stereo not drawn) | 100.1 | 108.7 | 73.2
COc1ccc(C(NC(C)=O)c2nccc3cc(OC)c(OC)cc23)cc1OC (stereo not drawn) | 99.1 | 99.1 | 92.8
O=[N+]([O-])c1ccccc1/C=C/CN1CCC(O)CC1 | 108.4 | 102.3 | 96.5
CCN(CC)CCNC(=O)CCc1c(C)nc2c(c(C)nn2-c2ccc(C)cc2)c1C | 107.0 | 102.5 | 86.3
Nc1ncnc(N)c1N=Nc1ccccc1 | 105.5 | 100.7 | 96.0
COc1ccc(C(C)=O)cc1COc1cccc2c1OC(C)(C)C2 | 108.0 | 101.8 | 99.3

Carrying on.
SMILES | MEP2-GFP yeast | RPL19A-GFP yeast | LAP4-GFP MLPCN
O=[N+]([O-])c1ccc(CP(=O)(c2ccccc2)c2ccccc2)cc1 | 104.3 | 106.7 | 95.6
CCCn1c(=O)c(C(=O)Nc2ncccc2O)c(O)c2ccccc21 | 106.3 | 98.7 | 107.3
CCOc1ccccc1/C=C/c1nc2ccccc2[nH]c1=O | 129.2 | 101.0 | 98.9
COc1nnc(-c2ccc(C)c(S(=O)(=O)N(C)C)c2)c2ccccc12 | 108.4 | 101.7 | 94.7
COc1cc(C(=O)Nc2ccc3c(c2)ncn3C(C)(C)C)cc(OC)c1OC | 108.2 | 105.2 | 95.2
COc1ccc(Nc2nc(N3CCOCC3)nc(N3CCOCC3)n2)cc1 | 103.0 | 102.5 | 97.4
Cc1ccc(-n2ncc3c2CCCC3NC(=O)c2cnccn2)cc1C (stereo not drawn) | 108.0 | 113.9 | 105.7
O=C(NCc1cnc2ccccn12)C1CCC(=O)N(Cc2ccccc2F)C1 (stereo not drawn) | 90.2 | 98.6 | 61.8
COCCCNC(=O)C(C)N1c2cccc3cccc(c23)S1(=O)=O (stereo not drawn) | 106.7 | 101.0 | 98.8

Exported as a markdown table: entries from further up
| compound | MEP2-GFP yeast | RPL19A-GFP yeast | LAP4-GFP MLPCN |
| --- | --- | --- | --- |
| Cc1ccc(-n2ncc3c2CCCC3NC(=O)c2cnccn2)cc1C (stereo not drawn) | 108.0 | 113.9 | 105.7 |
| O=C(NCc1cnc2ccccn12)C1CCC(=O)N(Cc2ccccc2F)C1 (stereo not drawn) | 90.2 | 98.6 | 61.8 |

These rows are one share of the data. The share of hits here may be higher or lower than overall.
